14-3-3g Raf: 14-3-3 gamma protein interaction modulation. P61981. FP, 14-3-3gamma / TMR-pS259-Raf peptide binding. inhibition, % at 40 µM. hit rate 0.19% among 160,000; in the data active = inhibition above about 30%;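 note: 0% = protein plus tracer without compound and 100% = blank with tracer alone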
Target sequence (P61981 whole entry, looked up): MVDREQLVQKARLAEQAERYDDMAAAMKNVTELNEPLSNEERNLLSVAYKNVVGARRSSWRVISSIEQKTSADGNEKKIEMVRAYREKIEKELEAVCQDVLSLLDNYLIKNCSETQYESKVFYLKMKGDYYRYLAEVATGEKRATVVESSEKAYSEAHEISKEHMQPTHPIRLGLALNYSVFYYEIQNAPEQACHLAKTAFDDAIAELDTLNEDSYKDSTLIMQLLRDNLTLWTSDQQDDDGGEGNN
* = called active by the depositor; & = joins results of further samples.

SMILES | 14-3-3g Raf
CCOC(=O)C1CCCN(c2nnnn2-c2ccccc2)C1 (configuration not stated) | -6.3
CC(C)=C1C2C=CC1C1C(=O)N(c3ccc(Cl)c(C(=O)O)c3)C(=O)C21 (configuration not stated) | -7.9
CC(C)(C)C(=O)N1N=C(c2cccc(NS(C)(=O)=O)c2)CC1c1cccs1 (configuration not stated) | -31.5
Nc1c(O)c2ccccc2oc1=O | 2.4
C=CCOc1ccc(/C(O)=C2/C(=O)C(=O)N(CCCn3ccnc3)C2c2cccs2)cc1 (configuration not stated) | -4.7
CCCn1c(NC(C)=O)nc2ccccc21 | -8.7
COC(=O)c1nnn(CC(=O)Nc2ccc(C)cc2Cl)c1C(=O)OC | 1.4
O=C(CSc1cn(Cc2cccc(F)c2)c2ccccc12)Nc1nccs1 | 5.6
Cc1c(Cl)cccc1NC(=O)c1nn2c(c1Br)NC(c1cccs1)CC2C(F)(F)F (configuration not stated) | -32.0
CCOC(=O)c1ccc(N2C(=O)c3ccccc3NC2c2ccc3c(c2)OCO3)cc1 (configuration not stated) | -1.9
COc1cccc(N2CCN(Cc3nc(N)nc(N4CCCc5ccccc54)n3)CC2)c1 | -2.0
O=C(CCS(=O)(=O)c1cccc2nsnc12)N1CCN(Cc2ccc3c(c2)OCO3)CC1 | -2.9&-8.2
CN(C)c1ccc(NC(=O)c2cccc(N3C(=O)C4C5C=CC(C5)C4C3=O)c2)cc1 (configuration not stated) | -7.9&-10.0
CS(=O)(=O)N1CCC(C(=O)NCc2ccccc2)CC1 | -4.6
COc1cccc2cc(C(=O)Nc3cccc(C)c3)c(=Nc3ccc(C(=O)O)cc3)oc12 | -8.2
CC1CCc2cc(F)ccc2N1C(=O)COc1ccccc1 (configuration not stated) | -0.1
CSCCC1(C(=O)O)NC(c2cc(Br)ccc2O)C2C(=O)N(c3cccc(Cl)c3)C(=O)C21 (configuration not stated) | -3.1
COC(=O)c1cc(Oc2ncnc3sc(C)c(C)c23)cc(C(=O)OC)c1 | -15.6
CCCOc1ccc(N2C(=O)CC(N(Cc3ccc(S(N)(=O)=O)cc3)C(=O)CC)C2=O)cc1 (configuration not stated) | -7.0
Cc1ccc(S(=O)(=O)N(C(=O)NC(=O)Nc2cccc([N+](=O)[O-])c2)c2ccc(Cl)cc2)cc1 | -1.9
CCOc1cc(S(=O)(=O)N(CC)CC)ccc1Br | -1.3
NS(=O)(=O)c1ccc(NC(=O)CN2CCN(S(=O)(=O)c3ccc(Br)cc3)CC2)cc1 | -5.6
COc1ccc(-c2coc3c2c(C)cc2oc(=O)c4c(c23)CCCC4)cc1F | -2.2
Cc1oc(-c2cccc(Cl)c2)nc1CN1CCCC(C(=O)NCCCN2CCOCC2)C1 (configuration not stated) | -3.4
Cc1cc(C)c2c(=O)cc(C(Cl)(Cl)Cl)oc2c1 | -7.5

Three compounds out of the list above, arranged by the number in 14-3-3g Raf, highest first:
SMILES | 14-3-3g Raf
CCOC(=O)c1ccc(N2C(=O)c3ccccc3NC2c2ccc3c(c2)OCO3)cc1 (configuration not stated) | -1.9
COc1cccc(N2CCN(Cc3nc(N)nc(N4CCCc5ccccc54)n3)CC2)c1 | -2.0
CS(=O)(=O)N1CCC(C(=O)NCc2ccccc2)CC1 | -4.6

3 structures from above, arranged by molecular weight, rising.
SMILES | 14-3-3g Raf
Cc1cc(C)c2c(=O)cc(C(Cl)(Cl)Cl)oc2c1 | -7.5
COc1cccc2cc(C(=O)Nc3cccc(C)c3)c(=Nc3ccc(C(=O)O)cc3)oc12 | -8.2
Cc1oc(-c2cccc(Cl)c2)nc1CN1CCCC(C(=O)NCCCN2CCOCC2)C1 (configuration not stated) | -3.4

In a second layout: results already given.
| canonical_smiles | 14-3-3g Raf |
| --- | --- |
| Cc1c(Cl)cccc1NC(=O)c1nn2c(c1Br)NC(c1cccs1)CC2C(F)(F)F (configuration not stated) | -32.0 |
| CCOC(=O)c1ccc(N2C(=O)c3ccccc3NC2c2ccc3c(c2)OCO3)cc1 (configuration not stated) | -1.9 |
| COc1cccc(N2CCN(Cc3nc(N)nc(N4CCCc5ccccc54)n3)CC2)c1 | -2.0 |
| O=C(CCS(=O)(=O)c1cccc2nsnc12)N1CCN(Cc2ccc3c(c2)OCO3)CC1 | -2.9&-8.2 |
| CN(C)c1ccc(NC(=O)c2cccc(N3C(=O)C4C5C=CC(C5)C4C3=O)c2)cc1 (configuration not stated) | -7.9&-10.0 |
| CS(=O)(=O)N1CCC(C(=O)NCc2ccccc2)CC1 | -4.6 |
| COc1cccc2cc(C(=O)Nc3cccc(C)c3)c(=Nc3ccc(C(=O)O)cc3)oc12 | -8.2 |

Additional structures
SMILES | 14-3-3g Raf
COCCOC(=O)c1[nH]c2c(c1C)C(=O)CC(c1ccco1)C2 (configuration not stated) | -6.2
CCCCC(=O)Nc1ccc(NC(=O)CCCC)nc1 | -4.0
CCN(Cc1nc2cc(OC)c(OC)cc2c(=O)[nH]1)C(=O)c1ccc(S(=O)(=O)N(C)C)cc1 | -5.4
O=C1CSC(=S)N1c1cccnc1 | -2.2
Cc1nc2cc(NC(=O)NCCC3=CCCCC3)ccc2o1 | -8.0
O=C(OCc1cc(=O)n2cc(Br)ccc2n1)C1COc2ccccc2O1 (configuration not stated) | -3.6
Cc1ccc(-c2nc(C3CCCN(S(=O)(=O)c4ccc(C(F)(F)F)cc4)C3)no2)cc1 (configuration not stated) | 3.0
CCCOc1ccc(C2/C(=C(/O)c3ccc(F)cc3)C(=O)C(=O)N2CCCN(C)C)cc1 (configuration not stated) | -4.1
CN(C)c1ccc(C2CC(c3cccs3)Nc3ncnn32)cc1 (configuration not stated) | -5.5
COC(=O)c1ccc(C2N=C(c3ccc4c(c3)OCO4)CC(c3ccccc3O)N2)cc1 (configuration not stated) | -13.2
CCN1CCN(CCn2c(=S)[nH]c3cc4c(cc3c2=O)OCO4)CC1 | -7.8
CCOC(=O)c1sc2nc(SCC#N)n(Cc3ccccc3Cl)c(=O)c2c1C | -5.8
CCOC(=O)c1sc(=NC(=O)c2ccc(C)c(C)c2)n(C)c1C | -4.8
CCOc1ccc(CN2C(=O)c3ccccc3C2C(=O)NC(C)CC)cc1OC (configuration not stated) | -3.9
CCC(C)NC(=O)c1ccc2c(c1)N(Cc1cc(C)ccc1C)C(=O)CS2 (configuration not stated) | 0.0
CN1/C(=C\C(=O)c2ccco2)C(C)(C)c2ccccc21 | -18.1
CCOCCSc1nc2c(c(=O)[nH]c(=O)n2C)n1CCCc1ccccc1 | 3.6
CCOc1cc(C=C2OC(=O)c3c2cc(C)[nH]c3=S)ccc1O | -275.7
CC12COC3(C(=O)Nc4ccc(F)cc4)CC1CCC32C (configuration not stated) | 1.9
Cc1ccc(NC(=O)C2Cc3ccccc3C(=O)O2)cc1C (configuration not stated) | 3.1
CCc1cc2c(=O)c(-c3ccc4ccccc4n3)coc2cc1OC | -5.9
Cc1ccccc1NC(=O)CN(c1cccc(C)c1C)S(C)(=O)=O | 3.3
COc1ccc(CC(=O)Nc2sc3c(c2C(=O)Nc2cccc4ccccc24)CCCC3)cc1 | -3.1
COc1ccc(CNC(=O)C(C)N2C(=O)COc3ccc(C)cc32)c(OC)c1 (configuration not stated) | -10.8
CCC(=O)NC(c1ccccc1Cl)c1cc(Cl)c2cccnc2c1O (configuration not stated) | 4.9
(next part)
SMILES | 14-3-3g Raf
O=C1CC(c2ccc(Cl)cc2)n2ncnc2N1 (configuration not stated) | -4.3
O=C(COC(=O)c1cc2ccccc2cc1O)c1ccc(OCc2ccccc2)cc1 | 2.9
O=C(CCC1CCCC1)N1CCN(C(=O)C2CC2)CC1 | -2.1
CCCN(CCC)S(=O)(=O)c1ccc(F)c(C(=O)Nc2cc(C)cc(C)c2)c1 | 0.0
Cc1ccc(CNC(=O)CN2CCC(C(N)=O)CC2)cc1 | -2.5
COc1ccc(-n2cnc3cc(NC(=O)c4cc(OC)c(OC)c(OC)c4)ccc32)cc1 | -5.1
Nc1nncn1C(=O)c1cccs1 | -1.6&-0.2
COc1ccccc1N1CCN(C(CNS(=O)(=O)c2cccs2)c2cccnc2)CC1 (configuration not stated) | -5.0
O=C(CCS(=O)(=O)c1ccc(Br)cc1)Nc1ccc(Cl)cc1 | -25.6
Cc1cccc(NC(=O)c2cccc([N+](=O)[O-])c2C)n1 | 3.1
CCCCC(=O)NCCNc1nc2c(c(=O)n(C)c(=O)n2C)n1Cc1ccccc1 | -0.9
COc1cc(C(=O)Nc2nnc(C)s2)cc(OC)c1OC | -4.0
COc1ccc(N2CCCCn3c2nc2c3c(=O)n(C)c(=O)n2C)cc1 | -1.9
CSc1cc(C)nc(N(C)C(C)=O)n1 | 1.1&-1.0
CC(C)Oc1ccc(C(=O)NC2CCS(=O)(=O)C2)cc1 (configuration not stated) | -4.2
Cc1c(C(=O)N2c3ccccc3CC2C)sc2nc(-c3ccccc3)cn12 (configuration not stated) | -3.9
Cc1cccc(NC(=O)c2cc3c(=O)n4ccccc4nc3s2)c1 | -11.5
COc1ccc(CC(=O)c2ccc(O)cc2O)cc1OC | 2.5
Cc1sc2ncn(CC(=O)NC3CCCC(C)C3C)c(=O)c2c1S(=O)(=O)N1CC(C)CC(C)C1 (configuration not stated) | -4.5
CC(=O)Nc1ccc(S(=O)(=O)Nc2ccc(CC(=O)O)cc2)cc1 | 4.0
COc1ccc(OCc2nc(C#N)c(N3CCN(c4ccc(OC)cc4)CC3)o2)cc1 | -7.2
CC1=C(C(=O)Nc2cc(Cl)ccc2C)C(c2ccc(N(C)C)cc2)NC(=O)N1 (configuration not stated) | 0.6
O=C(c1cccs1)N1N=C(c2ccc(Br)cc2)CC1c1ccccc1Cl (configuration not stated) | -49.5
COc1ccc(NC(=O)C2CCCN(S(=O)(=O)c3cccc4nonc34)C2)c(OC)c1 (configuration not stated) | -6.0&-25.4
O=C(c1nsnc1-c1ccccc1O)N1CCCCC1 | -5.9
Remaining list, next part.
SMILES | 14-3-3g Raf
CC(=O)Nc1ccc(S(=O)(=O)Nc2cccc(C(=O)Nc3ccccc3C(=O)O)c2)cc1 | 1.9
Cc1noc(C)c1CSc1nnc2ccc3ccccc3n12 | 1.1
CCOC(=O)C(C)OC(=O)C1=C(C)NC(=O)NC1c1ccc(Br)cc1 (configuration not stated) | 0.0
COC(=O)c1c(NC(=O)C(C)N2C(=O)c3ccccc3C2=O)sc2c1CCC(C)C2 (configuration not stated) | -43.9
Cc1ccc(-n2c(=O)c3sccc3n(CC(=O)NCc3ccco3)c2=O)cc1F | -4.1
Cc1ccc(C2CC(C(F)(F)F)n3nc(C(=O)NCC4CCCO4)cc3N2)cc1 (configuration not stated) | -7.9&-1.7
COc1cc(C(=O)Nc2ccccc2F)cc(OC)c1OC | -22.3
COCCCN1C(=O)C(=O)/C(=C(/O)c2ccc(C)cc2)C1c1ccc(F)cc1 (configuration not stated) | -7.0
Cc1cc(C)n2ncc(-c3ccc(Cl)cc3)c2n1 | 1.3
COC(=O)c1ccc(C(=O)Nc2nc3c(OC)cc(N)cc3s2)cc1 | -25.3
CCOC(=O)c1cc2c(=O)n3ccccc3nc2n(CCOC)c1=NC(=O)c1ccccc1Cl | -5.6
COc1cccc(NC(=O)c2sc(N)nc2-c2ccc([N+](=O)[O-])cc2)c1 | 5.4
CC1CC(=O)N(CC(=O)NCc2ccco2)c2ccccc2S1 (configuration not stated) | 0.6
COc1ccc(NC(=O)C2CCN(S(=O)(=O)c3ccc(C)cc3)CC2)cc1OC | -1.6&-2.6
Cc1cc2nc(Cc3cc4c(cc3[N+](=O)[O-])OCO4)c(=O)[nH]c2cc1C | -6.4
C=CCN(C)CCCNC(=O)/C=N/O | -1.3
CC1=C(C(=O)Nc2ccccc2C)C(c2ccccc2Cl)NC(=S)N1 (configuration not stated) | -2.8
Cc1c(C(=O)N2CCc3ccccc3C2)cccc1[N+](=O)[O-] | -3.0
CCn1c(SCCC(C)C)nnc1-c1c[nH]c2ccccc12 | -2.8
CCC(C)(C)C(=O)CC(=O)c1ccc(OC)cc1 | -6.0
N#CCCCCn1c(-c2cncs2)nc2ccccc21 | -2.9
C=CCN1C(=O)C2C(C(=O)NCc3ccccc3)C3(C)C=CC2(O3)C1C(=O)NC(C)(C)C (configuration not stated) | -1.9
CCOc1ccc(NC2=C(N(C)C)C(=O)c3ccccc3C2=O)cc1 | -1.9
O=C(CSc1nc2scc(-c3ccco3)c2c(=O)n1-c1ccccc1)N1CCOCC1 | -6.0
CCSc1cc([N+](=O)[O-])ccc1C(=O)O | -1.1
O=C(Nc1ccc(-c2nc3cc(Cl)ccc3o2)cc1)c1ccc2ccccc2c1 | -93.7
CCN(CC)c1ccc(NC(=O)CN2CCN(c3nc(C)cc(C)n3)CC2)cc1 | -7.1
O=C(c1ccc2c(=O)n(Cc3ccc(Cl)cc3)c(=S)[nH]c2c1)N1CCCC1 | -6.2

Single values from the results shown.
14-3-3g Raf result of COC(=O)c1c(NC(=O)C(C)N2C(=O)c3ccccc3C2=O)sc2c1CCC(C)C2 (configuration not stated) = -43.9
14-3-3g Raf result of CCC(C)NC(=O)c1ccc2c(c1)N(Cc1cc(C)ccc1C)C(=O)CS2 (configuration not stated) = 0.0
14-3-3g Raf result of O=C(c1cccs1)N1N=C(c2ccc(Br)cc2)CC1c1ccccc1Cl (configuration not stated) = -49.5

Some of the compounds tested. The share of hits here may be higher or lower than overall.
